Bioassay records (PubChem BioAssay)
NSD2 inh: blocks human NSD2 histone methyltransferase activity | O96028 | NSD2-SET H3K36me1 DELFIA fluorescence, biochemical | inhibition, % at 12.5 µM | actives 0.07% (n = 44,000) | AID 624260; in the data active = inhibition above about 54%, passing the limit was not always enough; inconclusive = no clear call, values can overlap the other calls;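 also: inhibitors reduce the monomethyl H3K36 fluorescence signal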
Target sequence (O96028 whole entry, looked up): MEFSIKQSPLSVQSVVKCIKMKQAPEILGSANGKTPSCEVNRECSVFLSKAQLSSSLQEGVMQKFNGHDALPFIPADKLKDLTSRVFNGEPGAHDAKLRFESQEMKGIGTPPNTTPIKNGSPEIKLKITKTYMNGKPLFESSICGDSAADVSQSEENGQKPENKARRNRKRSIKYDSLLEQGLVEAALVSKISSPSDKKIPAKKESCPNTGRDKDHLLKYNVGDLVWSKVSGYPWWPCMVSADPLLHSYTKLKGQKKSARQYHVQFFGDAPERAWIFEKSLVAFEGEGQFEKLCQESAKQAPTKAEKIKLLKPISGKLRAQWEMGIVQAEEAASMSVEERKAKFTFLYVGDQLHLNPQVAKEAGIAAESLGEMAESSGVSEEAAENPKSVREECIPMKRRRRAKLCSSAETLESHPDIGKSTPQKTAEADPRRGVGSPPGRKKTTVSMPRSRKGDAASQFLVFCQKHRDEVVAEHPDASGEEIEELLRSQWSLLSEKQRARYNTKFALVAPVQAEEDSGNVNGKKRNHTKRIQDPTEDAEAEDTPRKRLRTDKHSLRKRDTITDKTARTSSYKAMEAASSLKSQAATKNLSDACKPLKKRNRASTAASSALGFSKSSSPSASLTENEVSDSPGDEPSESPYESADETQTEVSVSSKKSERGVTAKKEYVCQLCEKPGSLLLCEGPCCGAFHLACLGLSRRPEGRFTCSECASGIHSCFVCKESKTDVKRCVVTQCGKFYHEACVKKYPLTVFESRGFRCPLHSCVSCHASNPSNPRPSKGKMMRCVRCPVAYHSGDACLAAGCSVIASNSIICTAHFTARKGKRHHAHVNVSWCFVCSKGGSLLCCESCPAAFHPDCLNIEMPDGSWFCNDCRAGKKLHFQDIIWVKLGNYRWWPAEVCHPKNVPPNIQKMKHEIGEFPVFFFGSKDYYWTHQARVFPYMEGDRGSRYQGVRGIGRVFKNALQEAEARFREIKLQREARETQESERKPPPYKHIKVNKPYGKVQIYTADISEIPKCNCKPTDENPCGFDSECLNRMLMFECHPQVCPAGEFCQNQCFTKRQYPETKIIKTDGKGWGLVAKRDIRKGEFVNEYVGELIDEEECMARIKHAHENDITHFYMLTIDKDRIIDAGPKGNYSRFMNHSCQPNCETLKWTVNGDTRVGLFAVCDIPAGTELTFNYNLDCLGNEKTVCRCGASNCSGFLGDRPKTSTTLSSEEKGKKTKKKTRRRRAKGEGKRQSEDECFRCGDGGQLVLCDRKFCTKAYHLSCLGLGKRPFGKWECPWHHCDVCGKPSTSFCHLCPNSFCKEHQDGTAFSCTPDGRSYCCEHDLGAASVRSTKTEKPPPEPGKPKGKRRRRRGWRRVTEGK
Numbers without * were called inactive; ? = inconclusive. An excerpt. The share of hits here may be higher or lower than overall.

SMILES | NSD2 inh
C[C@@H]1CN([C@H](C)CO)C(=O)Cc2cc(NC(=O)CCCCCC(=O)Nc3ccccc3N)ccc2O[C@@H]1CN(C)S(=O)(=O)c1ccc(F)cc1 | 0
C[C@H]1CN([C@@H](C)CO)C(=O)c2cccc(NC(=O)NC3CCCCC3)c2O[C@H]1CN(C)C(=O)NC1CCCCC1 | -4
CC(C)NC(=O)N(C)C[C@@H]1Oc2ccc(NC(=O)Cc3ccccc3)cc2C(=O)N([C@H](C)CO)C[C@H]1C | -1
C[C@H](CO)N1C[C@H](C)[C@H](CN(C)Cc2ccc(C(=O)Nc3ccccc3N)cc2)Oc2ccc(NC(=O)NC3CCCCC3)cc2CC1=O | -2
C[C@H]1CN([C@@H](C)CO)C(=O)c2cccc(NS(=O)(=O)c3ccc(F)cc3)c2O[C@H]1CN(C)S(C)(=O)=O | 0
Cc1noc(C)c1S(=O)(=O)N(C)C[C@H]1Oc2c(NC(=O)c3nc4ccccc4s3)cccc2C(=O)N([C@H](C)CO)C[C@H]1C | -5
Cc1ccc(S(=O)(=O)N(C)C[C@H]2Oc3ccc(NS(=O)(=O)c4ccc(F)cc4)cc3C(=O)N([C@@H](C)CO)C[C@H]2C)cc1 | -8
Cc1noc(C)c1S(=O)(=O)N(C)C[C@H]1Oc2ccc(NS(=O)(=O)c3ccc(F)cc3)cc2CC(=O)N([C@@H](C)CO)C[C@H]1C | 1
COc1cccc(-c2cnc3c(c2)C(=O)N([C@@H](C)CO)C[C@@H](C)[C@@H](CN(C)Cc2ccc(C(=O)O)cc2)O3)c1 | 7
C[C@H](CO)N1C[C@H](C)[C@H](CN(C)Cc2cccc(C(F)(F)F)c2)Oc2ncc(-c3cccc(F)c3)cc2C1=O | 1
COc1cccc(CNC(=O)C[C@@H]2C=C[C@@H](NC(C)=O)[C@H](CO)O2)c1 | 3
C[C@H]1CN([C@@H](C)CO)C(=O)c2cc(N(C)C)ccc2O[C@@H]1CN(C)C(=O)Nc1ccc(C(F)(F)F)cc1 | 0
CNC[C@@H]1Oc2ccc(NC(=O)Nc3ccc(F)cc3)cc2C(=O)N([C@H](C)CO)C[C@H]1C | 2
Cc1ccccc1-c1cnc2c(c1)C(=O)N([C@@H](C)CO)C[C@@H](C)[C@H](CN(C)Cc1ccncc1)O2 | 1
COc1ccc(-c2cnc3c(c2)C(=O)N([C@@H](C)CO)C[C@H](C)[C@H](CN(C)C)O3)cc1 | -2
CC(C)NC(=O)N(C)C[C@H]1Oc2ccc(NS(=O)(=O)c3cn(C)cn3)cc2CC(=O)N([C@@H](C)CO)C[C@H]1C | 0
Cn1c(=O)nc2n(-c3ccc(Cl)c(Cl)c3)c3ccccc3cc-2c1=O | -1
C[C@@H]1CN([C@H](C)CO)C(=O)c2cc(NC(=O)Nc3cccc4ccccc34)ccc2O[C@H]1CN(C)S(C)(=O)=O | -2
C[C@@H]1CN([C@@H](C)CO)C(=O)c2cc(C3=CCCCC3)cnc2O[C@H]1CN(C)C(=O)c1cccc(F)c1 | 1
Cc1noc(C)c1NC(=O)N(C)C[C@@H]1OCCCC[C@@H](C)Oc2ccc(NS(=O)(=O)c3ccc(F)cc3)cc2C(=O)N([C@H](C)CO)C[C@@H]1C | -1
COc1ccc(S(=O)(=O)N(C)C[C@H]2Oc3ccc(NC(=O)c4ccncc4)cc3C(=O)N([C@H](C)CO)C[C@@H]2C)cc1 | 0
CC(C)NC(=O)N(C)C[C@H]1Oc2ccc(NC(=O)NC3CCCCC3)cc2C(=O)N([C@@H](C)CO)C[C@@H]1C | 9
C/C=C/c1ccc2c(c1)O[C@@H](CN(C)Cc1cccnc1)[C@@H](C)CN([C@@H](C)CO)S2(=O)=O | ?
Cc1noc(C)c1NC(=O)Nc1ccc2c(c1)CC(=O)N([C@H](C)CO)C[C@@H](C)[C@H](CN(C)Cc1ccc(C(F)(F)F)cc1)O2 | -11
Cc1ccc(S(=O)(=O)Nc2ccc3c(c2)CC(=O)N([C@@H](C)CO)C[C@H](C)[C@H](CN(C)C(=O)NC(C)C)O3)cc1 | -9

Some values from the list:
NSD2 inh with CC(C)NC(=O)N(C)C[C@@H]1Oc2ccc(NC(=O)Cc3ccccc3)cc2C(=O)N([C@H](C)CO)C[C@H]1C = -1
NSD2 inh with C[C@H](CO)N1C[C@H](C)[C@H](CN(C)Cc2cccc(C(F)(F)F)c2)Oc2ncc(-c3cccc(F)c3)cc2C1=O = 1
NSD2 inh with C[C@H]1CN([C@@H](C)CO)C(=O)c2cccc(NS(=O)(=O)c3ccc(F)cc3)c2O[C@H]1CN(C)S(C)(=O)=O = 0
NSD2 inh with Cc1noc(C)c1NC(=O)Nc1ccc2c(c1)CC(=O)N([C@H](C)CO)C[C@@H](C)[C@H](CN(C)Cc1ccc(C(F)(F)F)cc1)O2 = -11

Quoted at random: five entries already listed
SMILES | NSD2 inh
Cn1c(=O)nc2n(-c3ccc(Cl)c(Cl)c3)c3ccccc3cc-2c1=O | -1
COc1cccc(CNC(=O)C[C@@H]2C=C[C@@H](NC(C)=O)[C@H](CO)O2)c1 | 3
C[C@@H]1CN([C@H](C)CO)C(=O)c2cc(NC(=O)Nc3cccc4ccccc34)ccc2O[C@H]1CN(C)S(C)(=O)=O | -2
Cc1ccc(S(=O)(=O)Nc2ccc3c(c2)CC(=O)N([C@@H](C)CO)C[C@H](C)[C@H](CN(C)C(=O)NC(C)C)O3)cc1 | -9
CC(C)NC(=O)N(C)C[C@H]1Oc2ccc(NS(=O)(=O)c3cn(C)cn3)cc2CC(=O)N([C@@H](C)CO)C[C@H]1C | 0

Following part:
SMILES | NSD2 inh
C[C@@H]1CN([C@H](C)CO)C(=O)Cc2cc(NC(=O)c3ccncc3)ccc2O[C@@H]1CN(C)CC1CC1 | -2
CC(=O)N(C)C[C@H]1Oc2ncc(C3=CCCC3)cc2C(=O)N([C@@H](C)CO)C[C@H]1C | 3
C[C@H]1CN([C@@H](C)CO)C(=O)c2cc(Br)cnc2O[C@@H]1CN(C)C(=O)Nc1ccccc1 | 15
CC(=O)N(C)C[C@H]1Oc2ncc(-c3cccnc3)cc2C(=O)N([C@@H](C)CO)C[C@@H]1C | 2
C[C@@H]1CN([C@H](C)CO)C(=O)c2cc(NC(=O)C3CCCCC3)ccc2O[C@@H]1CN(C)S(=O)(=O)c1cn(C)cn1 | 1
COc1ccc(NC(=O)N(C)C[C@H]2Oc3c(NC(=O)C4CCOCC4)cccc3C(=O)N([C@H](C)CO)C[C@H]2C)cc1 | 3
C[C@@H]1CN([C@H](C)CO)C(=O)c2cc(NC(=O)CCC(F)(F)F)ccc2O[C@@H](C)CCCCO[C@H]1CN(C)C(=O)Nc1ccccc1 | 47
C[C@H](CO)N1C[C@H](C)[C@H](CN(C)S(=O)(=O)c2cn(C)cn2)Oc2cc(C#Cc3ccccc3)ccc2S1(=O)=O | 4
Cc1noc(C)c1S(=O)(=O)N(C)C[C@H]1Oc2ccc(NS(C)(=O)=O)cc2CC(=O)N([C@H](C)CO)C[C@@H]1C | -35
COc1ccc(CCN(C)CCc2ccc(OC)c(OC)c2)cc1OC | 3
CN(C)CC(=O)Nc1ccc2c(c1)[C@@H]1C[C@H](CC(=O)NCc3ccccn3)O[C@@H](CO)[C@@H]1O2 | 1
C[C@H](CO)N1C[C@H](C)[C@@H](CN(C)Cc2ccc(-c3ccccc3)cc2)Oc2ccc(NS(=O)(=O)c3cccs3)cc2CC1=O | -14
Cc1noc(C)c1S(=O)(=O)N(C)C[C@H]1Oc2ccc(N(C)C)cc2CC(=O)N([C@@H](C)CO)C[C@H]1C | 3
C[C@@H]1CN([C@H](C)CO)C(=O)c2cc(-c3ccc(C(=O)N(C)C)cc3)cnc2O[C@@H]1CN(C)Cc1ccc(C(=O)O)cc1 | -5
O=C(CCCCCCC(=O)Nc1ccccc1O)N/N=C/c1cc(Br)c(O)c(Br)c1 | 4
C=CCNC(=O)[C@H]1[C@@H]2C(=O)O[C@@H](c3ccccc3)[C@@H](c3ccccc3)N2[C@@H](c2ccccc2OCCO)[C@]12C(=O)N(C(=O)OCCOC)c1ccc(C#CCC(C(=O)OC)C(=O)OC)cc12 | -5
COC(=O)[C@@]1(C)CCCC2(C)c3ccc(C(C)C)cc3CCC21 (stereo not given in full) | -4
S=c1[nH]c2ccccc2s1 | 0
Cc1noc(C)c1S(=O)(=O)N(C)C[C@H]1Oc2c(NC(=O)c3cnccn3)cccc2C(=O)N([C@@H](C)CO)C[C@H]1C | 0
CC(C)CC#Cc1ccc2c(c1)O[C@H](CN(C)Cc1cncnc1)[C@@H](C)CN([C@@H](C)CO)S2(=O)=O | -3
C[C@H](CO)N1C[C@H](C)[C@@H](CN(C)Cc2ccc3c(c2)OCO3)Oc2ccc(NS(=O)(=O)c3cccs3)cc2CC1=O | 1
CCCC#Cc1cnc2c(c1)C(=O)N([C@@H](C)CO)C[C@H](C)[C@@H](CN(C)C(=O)C1CC1)O2 | 1
C[C@H](CO)N1C[C@H](C)[C@@H](CN(C)S(=O)(=O)c2ccccc2F)Oc2cc(-c3ccncc3)ccc2S1(=O)=O | 5
COc1ccc(S(=O)(=O)Nc2ccc3c(c2)C(=O)N([C@@H](C)CO)C[C@H](C)[C@@H](CN(C)S(=O)(=O)c2cn(C)cn2)OCCCC[C@H](C)O3)cc1 | -6
Cc1noc(C)c1S(=O)(=O)Nc1ccc2c(c1)CC(=O)N([C@@H](C)CO)C[C@@H](C)[C@H](CN(C)Cc1ccc(Oc3ccccc3)cc1)O2 | -8
New compounds follow.
SMILES | NSD2 inh
COC(=O)[C@@H](O)[C@H]1[C@@]2(C)C[C@]3(O)C4[C@@H](O[C@]56CC(=O)O[C@@H](c7ccoc7)[C@@]5(C)CCC([C@]46O)[C@]13C)[C@H]2O (stereo not given in full) | 76*
C[C@@H]1CN([C@@H](C)CO)S(=O)(=O)c2ccc(C3=CCCC3)cc2O[C@@H]1CN(C)C(=O)c1cnccn1 | 1
C[C@@H]1CN([C@@H](C)CO)C(=O)c2cc(NC(=O)Cc3ccccc3)ccc2O[C@H]1CN(C)Cc1ccc(C(F)(F)F)cc1 | 6
C[C@@H]1CCCCO[C@H](CN(C)C(=O)C2CCCCC2)[C@@H](C)CN([C@@H](C)CO)C(=O)c2cc(NS(=O)(=O)c3ccccc3)ccc2O1 | -3
COc1ccc(S(=O)(=O)Nc2ccc3c(c2)CC(=O)N([C@H](C)CO)C[C@@H](C)[C@H](CN(C)CC2CC2)O3)cc1 | -9
O=C(C[C@@H]1C=C[C@@H](NS(=O)(=O)c2ccc(F)cc2)[C@H](CO)O1)NC1CCCCC1 | 1
CN(C(=S)Nc1ccccc1)C1CCC(C2OCCO2)CC1O (stereo not given) | -2
C[C@H](CO)N1C[C@H](C)[C@H](CN(C)S(=O)(=O)c2ccc(F)cc2)Oc2ncc(-c3cccc(C(F)(F)F)c3)cc2C1=O | 4
C[C@@H]1CN([C@@H](C)CO)C(=O)c2cc(C#CC3(O)CCCC3)cnc2O[C@H]1CN(C)Cc1ccccc1 | -6
C[C@@H]1CN([C@H](C)CO)C(=O)c2cc(NC(=O)c3ccncc3)ccc2O[C@@H]1CN(C)Cc1ccc(Oc2ccccc2)cc1 | -1
O=C(O)c1cccc(/C=N/NC(=O)c2ccccn2)c1 | -4
C[C@@H]1CN([C@@H](C)CO)C(=O)Cc2cc(NC(=O)c3ccncc3)ccc2O[C@H]1CN(C)Cc1ccc(C(=O)Nc2ccccc2N)cc1 | -2
C[C@H](CO)N1C[C@H](C)[C@H](CN(C)C)Oc2ccc(NC(=O)C3CC3)cc2CC1=O | 0
COCC(=O)N[C@@H]1C=C[C@H](CC(=O)N2CCCCC2)O[C@H]1CO | 7
COCC#Cc1ccc2c(c1)O[C@@H](CN(C)Cc1ccncc1)[C@H](C)CN([C@@H](C)CO)S2(=O)=O | 10
Cc1noc(C)c1NC(=O)N(C)C[C@H]1OCCCC[C@H](C)Oc2ccc(NC(=O)Cc3ccccc3)cc2C(=O)N([C@H](C)CO)C[C@@H]1C | 6
Cc1ccc(OCC(=O)Oc2cccc(NC3=NS(=O)(=O)c4ccccc43)c2)cc1 | 9
C[C@H](CO)N1C[C@H](C)[C@H](CN(C)Cc2ccc3c(c2)OCO3)Oc2ncc(-c3ccc(F)cc3)cc2C1=O | 0
C[C@H](CO)N1C[C@H](C)[C@H](CN(C)Cc2ccc(Cl)c(Cl)c2)Oc2ccc(NC(=O)CCC(F)(F)F)cc2C1=O | -7
C[C@@H]1CN([C@H](C)CO)C(=O)c2cc(NC(=O)CCC(F)(F)F)ccc2O[C@@H](C)CCCCO[C@@H]1CN(C)CC1CCCCC1 | 0
C[C@H](CO)N1C[C@H](C)[C@@H](CN(C)Cc2ccc(C(=O)O)cc2)Oc2c(NC(=O)NC3CCCCC3)cccc2C1=O | 1
Cc1ccccc1-c1cnc2c(c1)C(=O)N([C@@H](C)CO)C[C@@H](C)[C@@H](CN(C)Cc1cncnc1)O2 | -3
C[C@@H]1CN([C@@H](C)CO)C(=O)c2cc(-c3ccccc3)cnc2O[C@H]1CN(C)C(=O)c1ccccn1 | 4
CC(C)NC(=O)Nc1ccc2c(c1)C(=O)N([C@H](C)CO)C[C@H](C)[C@@H](CN(C)C(=O)CCCN(C)C)OCCCC[C@H](C)O2 | -25
C[C@H](CO)N1C[C@H](C)[C@@H](CN(C)S(=O)(=O)c2cn(C)cn2)Oc2ccc(NS(C)(=O)=O)cc2CC1=O | 2
Cc1noc(C)c1NC(=O)Nc1ccc2c(c1)CC(=O)N([C@H](C)CO)C[C@H](C)[C@H](CN(C)Cc1ccccc1)O2 | -2
C[C@H]1CN([C@@H](C)CO)C(=O)Cc2cc(NC(=O)Cc3ccccc3)ccc2O[C@H]1CN(C)S(=O)(=O)c1cn(C)cn1 | -2
O=C(C[C@@H]1C[C@@H]2c3cc(NC(=O)Nc4ccccc4F)ccc3O[C@@H]2[C@@H](CO)O1)NCCc1ccccc1 | 9
COc1ccc(S(=O)(=O)Nc2ccc3c(c2)C(=O)N([C@H](C)CO)C[C@H](C)[C@@H](CN(C)C(=O)c2ccncc2)OCCCC[C@@H](C)O3)cc1 | 4
CCCC#Cc1ccc2c(c1)O[C@@H](CN(C)C(=O)CN(C)C)[C@@H](C)CN([C@@H](C)CO)S2(=O)=O | 1
